Bioassay records: PubChem BioAssay, Icahn School of Medicine at Mount Sinai
ROC1-CUL1 inh – human ROC1-CUL1 E3 ligase inhibition; P62877+Q13616; in vitro K48 di-Ub FRET, acceptor:donor ratio, 45 min; inhibition, % at 10 µM; hit rate 0.6% among 140,000; AID 1347404; in the data active = inhibition above about 25%
Target sequence (P62877 whole entry, looked up): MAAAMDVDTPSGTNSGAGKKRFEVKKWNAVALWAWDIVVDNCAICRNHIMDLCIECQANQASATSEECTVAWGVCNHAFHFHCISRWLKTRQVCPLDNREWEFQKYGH
Target sequence (Q13616 whole entry, looked up): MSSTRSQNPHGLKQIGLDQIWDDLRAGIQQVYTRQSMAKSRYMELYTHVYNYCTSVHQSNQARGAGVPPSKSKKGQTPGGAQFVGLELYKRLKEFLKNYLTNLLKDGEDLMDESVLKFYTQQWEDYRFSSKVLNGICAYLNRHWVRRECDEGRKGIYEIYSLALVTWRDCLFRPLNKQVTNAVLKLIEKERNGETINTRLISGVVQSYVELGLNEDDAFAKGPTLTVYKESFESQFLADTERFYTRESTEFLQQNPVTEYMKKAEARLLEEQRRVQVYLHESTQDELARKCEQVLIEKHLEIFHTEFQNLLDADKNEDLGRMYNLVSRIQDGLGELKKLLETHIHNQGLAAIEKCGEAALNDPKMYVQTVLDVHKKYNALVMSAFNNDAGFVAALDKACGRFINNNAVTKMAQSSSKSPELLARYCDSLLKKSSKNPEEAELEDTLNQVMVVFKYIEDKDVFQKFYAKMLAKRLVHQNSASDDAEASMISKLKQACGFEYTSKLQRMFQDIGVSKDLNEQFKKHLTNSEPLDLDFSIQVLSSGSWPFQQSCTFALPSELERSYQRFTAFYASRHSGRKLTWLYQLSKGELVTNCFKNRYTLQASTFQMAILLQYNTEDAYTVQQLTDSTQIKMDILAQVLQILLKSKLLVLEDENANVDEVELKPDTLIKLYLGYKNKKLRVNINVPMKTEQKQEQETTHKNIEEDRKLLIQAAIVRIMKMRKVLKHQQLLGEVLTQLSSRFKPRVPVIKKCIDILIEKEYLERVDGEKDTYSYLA
Active calls of the source: *; & = joins results of further samples. A portion of the library; rates above refer to the full screens.

ROC1-CUL1 inh | canonical_smiles
-5 | Cc1ccc2nc(COc3ccccc3NC(=O)Nc3ccc(F)c(Cl)c3)cc(=O)n2c1
2 | CCCC(=O)Nc1ccc2nc(SCc3c(C)cc(C(C)(C)C)cc3C)sc2c1
9 | COc1ccc(CCNC(=O)O[C@@H]2C[C@H](C)CC[C@H]2C(C)C)cc1OC
2 | Cc1nc2ccccc2n1Cc1cc(C(=O)N(C)Cc2cnn(C)c2)no1
3 | O=C(CCCC(=O)N/N=C/C1CC=CCC1)N/N=C/C1CC=CCC1 (configuration not stated)
-9 | CS(=O)(=O)c1ncc(Cl)c(C(=O)N2CCN(c3cccc(Cl)c3)CC2)n1
3&2 | Cc1cccc(NCc2nc3ccccc3n2CCOc2ccccc2C)c1
-4 | CCOc1ccc(NC(=O)c2sc3nc4n(c(=O)c3c2C)CCC4)cc1
-1 | O=c1cc(-c2ccccc2)c2ccc3c(c2o1)CN(Cc1cccc(Cl)c1)CO3
-1 | CCN(CC)c1ccc(/C=C2/C(=N)N3N=C(C(C)C)SC3=NC2=O)cc1
-2 | Cc1cccc(C(=O)Nc2cccc(Br)c2)c1
4 | Nc1nnc(SCc2ccc(Cl)cc2)s1
1 | COC(=O)c1c(S(=O)(=O)Nc2ccc3c(c2)CCC3)sc2c1CCN(C(=O)CC1CC1)C2
-6 | CCn1c(C=C2C(=O)N(C)c3ccc(C)cc32)nc2ccccc2c1=O
5 | CC(=O)N1CCc2c(sc3c2c(=O)n(Cc2ccccc2)c(=O)n3Cc2ccc(C)cc2)C1
1 | COc1ccccc1OC/C=C/CN1CCC(C)CC1
2 | CCCCC(CC)CNC(CC(=O)Nc1cc(Cl)ccc1OC)C(=O)O (configuration not stated)
-2 | CN(Cc1ccon1)C(=O)c1cc(COc2cccc(C(F)(F)F)c2)[nH]n1
-1 | O=C(N/N=C/c1ccc(O)cc1)c1cccc(Cl)c1
-4 | Cc1cc(=O)[nH]c2nnc(SCc3ccc(F)cc3)n12
-6 | CCOc1ccc(C=Nc2ccc(N)c([N+](=O)[O-])c2)cc1
-7 | N#CC1C(=N)C(C#N)(C#N)C(c2c(F)cccc2Cl)C2CN(Cc3ccccc3)CC=C12 (configuration not stated)
7 | COC(=O)c1c(-c2ccccc2)noc1-c1ccccc1
1 | Nc1ccc(C(=O)Nc2ccncc2)c(C(=O)O)c1
3 | CCC1=NN2C(=N)/C(=C/c3ccc(OC(=O)c4ccc(C)cc4)c(Cl)c3)C(=O)N=C2S1
-1 | COc1ccccc1CNC(=O)CCCn1c(=O)c2ccccc2n(CC(=O)Nc2c(C)cc(C)cc2C)c1=O
-15 | COc1ccc(N2CCN(C(=O)c3ccc(OC)c(C)c3)CC2)cc1
-1 | CCN(CC)S(=O)(=O)c1ccc(OC)c(C(=O)O)c1
-11 | CN(C)/C=C/C=C1C(=O)CCCC1=O
45* | Cc1nonc1C(=O)N=Nc1c2ccccc2c2nc3no[nH]c3nc12
-2 | Cc1oc2ccc(O)c(CN3CCCC(C)C3)c2c1C(=O)Nc1ccccc1 (configuration not stated)
-8 | Cc1ccc(NC(=O)N2CCC(C(N)=O)(N3CCCCC3)CC2)cc1C
-12 | COc1cccc(C(=O)Nc2nc(-c3ccc(C(C)C)cc3)cs2)c1
1 | CCCCCCOc1cc(Cc2nn[nH]n2)c(OCCCCCC)cc1Br
-2 | CCOC(=O)C1=C(C)N=c2s/c(=C\c3cc(Br)c(OCc4ccccc4)c(OC)c3)c(=O)n2C1c1ccccc1Cl (configuration not stated)
-7 | CCCCc1ccc(-c2cc(C(=O)N3CCCCCC3)c3cc(Br)ccc3n2)cc1

Continued; the last four above are carried over.
ROC1-CUL1 inh | canonical_smiles
-12 | COc1cccc(C(=O)Nc2nc(-c3ccc(C(C)C)cc3)cs2)c1
1 | CCCCCCOc1cc(Cc2nn[nH]n2)c(OCCCCCC)cc1Br
-2 | CCOC(=O)C1=C(C)N=c2s/c(=C\c3cc(Br)c(OCc4ccccc4)c(OC)c3)c(=O)n2C1c1ccccc1Cl (configuration not stated)
-7 | CCCCc1ccc(-c2cc(C(=O)N3CCCCCC3)c3cc(Br)ccc3n2)cc1
-5 | CC(C)(C)c1ccc(S(=O)(=O)c2cn(CC(=O)Nc3ccccc3)c3ccccc3c2=O)cc1
-4 | COc1cccc(-c2cc(C(=O)NCCc3ccc(C)cc3)[nH]n2)c1
-6 | CN1c2ccccc2N(C)C1c1ccc(Br)cc1O
4 | Clc1cc(/C=C/c2ccsc2Br)c(Cl)s1
6 | O=C(c1cc(COc2ccc(F)c(F)c2)on1)N1CCCN(Cc2cccnc2)CC1
-2 | CCC(C)NC(=O)c1ccc2nc(CCc3ccccc3)oc2c1 (configuration not stated)
9 | CCn1c(SCC(=O)c2ccc(NS(=O)(=O)c3ccccc3)cc2)nnc1-c1cccs1
3 | Cc1cccc(-c2cnc(C)nc2C2CCCN(C(=O)c3ccc(N4CCCC4)cc3)C2)c1 (configuration not stated)
5 | CCCc1[nH]nc2c1C(c1c(C)nn(-c3ccc(C)cc3)c1Cl)C(C#N)C(=N)O2 (configuration not stated)
-1 | CC(C)n1nnc2c(=O)oc3ccccc3c21
-3 | O=C1OC(c2ccccc2)=NC12CC2c1ccc(Cl)cc1 (configuration not stated)
11 | Cc1cc2c(cc1NS(=O)(=O)c1cccc(C#N)c1)n(C)c(=O)c(=O)n2C
3 | Cc1nn(CCC(=O)NNC(=S)Nc2ccc([N+](=O)[O-])cc2)c(C)c1[N+](=O)[O-]
-7 | O=C(c1c(F)cccc1F)N1CCN(Cc2ccco2)CC1
-7 | CCOCCCNC(=S)Nc1cc(OC)c(Cl)cc1OC
2 | COc1ccc(OCC(=O)NC(=S)Nc2ccc(S(=O)(=O)Nc3cc(OC)nc(OC)n3)cc2)cc1
13 | CCOC(=O)C1(Cc2ccc(OC)cc2)CCN(C(=O)CCn2cccn2)CC1
-1 | C=CCSc1nc2ccccc2n1C(=O)SCC
-1 | CCc1ccc(CNC(=O)c2cc(-c3ccc(Cl)s3)nc3ccccc23)cc1
6 | Cc1ccc(N2C(=O)c3ccccc3NC2C(C)Cc2ccc3c(c2)OCO3)cc1 (configuration not stated)
6 | O=C(Oc1ccc(Oc2ncc(Cl)cc2Cl)cc1)c1cccs1
-9 | Cc1c(C(=O)NCCc2cccs2)nnn1-c1ccccc1
0 | O=C(c1nc2ccccn2c1CN1CCC(C(O)c2cccs2)CC1)N1CCCC1 (configuration not stated)
-2 | CC(=O)Nc1cccc(NC(=O)CSc2cn(CC(=O)N(C(C)C)C(C)C)c3ccccc23)c1

Three entries out of the list, sorted by molecular weight, rising:
ROC1-CUL1 inh | canonical_smiles
-6 | CCOc1ccc(C=Nc2ccc(N)c([N+](=O)[O-])c2)cc1
-7 | CCOCCCNC(=S)Nc1cc(OC)c(Cl)cc1OC
-9 | CS(=O)(=O)c1ncc(Cl)c(C(=O)N2CCN(c3cccc(Cl)c3)CC2)n1

New compounds follow
ROC1-CUL1 inh | canonical_smiles
-11 | COc1cc(NC(=O)Cn2nc(-c3ccc(C)c(C)c3)ccc2=O)cc(OC)c1
7 | N#Cc1cnc(-c2ccccc2)nc1Cl
-3 | COc1ccc(OC2CCN(C(C)=O)CC2)c(C(=O)NCc2ccco2)c1
-7 | Cc1cccc2cc(C3c4ccc5ccccc5c4OC(=N)C3C#N)c(Cl)nc12 (configuration not stated)
-1 | COc1cc(C(=O)NCCc2csc(-c3ccc(Cl)cc3)n2)cc(OC)c1OC
-2 | COc1cc(-c2nc3cccc(C)n3c2Nc2ccc3c(c2)OCCO3)ccc1O
-6 | COCCN1C(=O)/C(=C/c2ccc(N3CCCC3)cc2)SC1=Nc1ccccc1
6 | COc1ccc(CCNS(=O)(=O)c2ccc(Oc3ccccc3)cc2)cc1OC
-5 | CC(C)N(C(C)C)S(=O)(=O)c1ccc(=O)[nH]c1
1 | Cc1c(C(=O)Oc2ccc(-c3ccccc3)cc2)oc2ccccc12
-9 | COc1ccc(C(=O)Nc2cc(-c3nc4ccccc4s3)ccc2OC)cc1
11 | CC1(C)CCc2c(c3ccccc3[nH]c2=O)O1

Quoted at random: two entries already listed
ROC1-CUL1 inh | canonical_smiles
-11 | COc1cc(NC(=O)Cn2nc(-c3ccc(C)c(C)c3)ccc2=O)cc(OC)c1
11 | CC1(C)CCc2c(c3ccccc3[nH]c2=O)O1

Other compounds.
ROC1-CUL1 inh | canonical_smiles
-5 | CCOCCn1c(C(C)(C)C)cn2c3c(=O)n(C)c(=O)n(C)c3nc12
9 | CCn1c(O)c(C=C2C=NN=C2c2ccc(Br)cc2)sc1=S
6 | Cc1ccc(C)c(-c2csc(NC(=O)CSc3ccccc3)c2C(N)=O)c1
-8 | COc1ccc(-c2nc3ccccc3o2)cc1NC(=O)c1ccc([N+](=O)[O-])cc1Cl
2 | CC(C)C(=O)Nc1ccc(Br)cc1F
0 | CCOc1ccccc1NC(=O)N1CCN(C)c2ncccc21
7 | Cn1c(-c2ccccc2)c(-c2ccccc2)sc1=NC(=O)c1ccccc1
11 | CCc1ccc(CNC(=O)c2ccc3c(c2)nc2n3CCC(C)C2)cc1 (configuration not stated)
1 | CCCCCCCSc1nc2sc3c(c2c(=O)n1-c1ccc(C)cc1)CCCC3
-2 | Cc1ccc(CCNC(=O)C2CCCN(S(=O)(=O)c3ccc4c(c3)oc(=O)n4C)C2)cc1 (configuration not stated)
11 | O=C(CN1CCN(C(=O)c2ccccc2)CC1)Nc1c2c(nc3ccccc13)CCC2
4 | Cc1cc(=O)n2nc(N3CCC(C(=O)NCc4ccc(Cl)cc4)CC3)sc2n1
7 | O=C(c1cncc(N2CCC(c3cc(=O)[nH]cn3)CC2)n1)N1CCCCC1
-2 | CN1C(=O)C2CCCCN2c2ccc(C(=O)NCc3ccccc3Br)cc21 (configuration not stated)
-11 | CCN(CC)S(=O)(=O)c1ccc2c(c1)N(CC(=O)Nc1c(C)cccc1C)C(=O)CO2
-3 | Cc1[nH]c2ccccc2c1C(Nc1nccs1)c1ccc(F)cc1 (configuration not stated)
3 | COc1nc(OC)nc(Oc2ccc([N+](=O)[O-])c(Cl)c2)n1
8 | CN1C(=O)C2(SCC(=O)N2c2ccc(Cl)cc2)c2ccccc21 (configuration not stated)
0 | CCCOc1cccc(C(=O)Nc2ccc3nn(-c4ccc(C)c(C)c4)nc3c2)c1
-7 | O=C1/C(=C\c2c[nH]c3ccccc23)CCc2ccccc21
-2 | CCOC(=O)NS(=O)(=O)c1ccc(CCNC(=O)c2cc(C)on2)cc1
3 | CCOc1cc(C2C(C(=O)OCC(C)C)C(=O)CC(C)(O)C2C(=O)OCC(C)C)ccc1O (configuration not stated)
-8 | O=C(Nc1cc(C(F)(F)F)ccc1Cl)c1noc2c1CCCCC2
5 | CCc1ccc(NC(=O)CCNC(=O)Cn2cnc3ccccc3c2=O)cc1
-4 | O=C(NC(=S)Nc1cccc(-c2nc3ncccc3o2)c1)c1ccccc1Cl
-10 | COc1cc(C(=O)CC2(O)C(=O)N(Cc3ccccc3Cl)c3ccccc32)cc(OC)c1OC (configuration not stated)
4 | COc1cccc(C(c2ccc(C)s2)c2ccc(C)s2)c1
3 | COc1ccccc1CNC(=O)CCc1c(C)nc2c(c(C)nn2-c2ccc(C)c(C)c2)c1C
4 | CCc1ccc(Cn2nnc(C(=O)Nc3ccc(C)cc3)c2N)cc1
-2 | CSc1ccccc1NC(=O)CN1CCN(c2ccccc2F)CC1
7 | Cc1cccc(CNC(=O)C(=O)Nc2ccccc2C)c1
-1 | CC(CNC1CCN(c2ccc(C(=O)NCc3ccc4c(c3)OCO4)cc2)CC1)Oc1cccnc1 (configuration not stated)
0 | OC(CN1CCCCC1)CN1c2ccccc2Sc2ccccc21 (configuration not stated)
1 | COc1ccc(OC)c(NC(=O)Cn2ccn(-c3ccc(F)cc3)c(=O)c2=O)c1
-6 | N#Cc1ccccc1NS(=O)(=O)c1ccc(N2CCCCS2(=O)=O)cc1
8 | O=c1[nH]nc(C2CCCC2)c2ccccc12
-4 | Cc1ccc(/C=C2/N=C(c3ccco3)OC2=O)o1
1 | CCN(CC)c1ccc(C2c3c(n[nH]c3-c3ccc(CC(C)C)cc3)OC(=N)C2C#N)cc1 (configuration not stated)
-2 | Cc1ccccc1CSCc1nc(-c2c(C)ncc3c2CCNC3)no1
11 | O=C1NC(=NNc2ncc(C(F)(F)F)cc2Cl)CS1
-11 | Cn1c(SCC(=O)Nc2cccc(C(F)(F)F)c2)nc2sc3c(c2c1=O)CCCC3
-1 | CCCNc1ccc(-c2nc(-c3ccco3)no2)cc1[N+](=O)[O-]
14 | C/C(=N/OC(=O)c1ccccc1Cl)c1cccs1
13 | O=C(Oc1ccc(NS(=O)(=O)c2ccccc2)cc1)c1ccc(Cl)cc1
7 | CC1Cc2cc(S(=O)(=O)N3CCCC3)ccc2N1S(C)(=O)=O (configuration not stated)
0 | COc1ccc2occ(CC(=O)Nc3ccc(S(=O)(=O)Nc4nc(C)cc(C)n4)cc3)c2c1
12 | Cc1ncc2c(c1-c1noc(-c3cc4c([nH]c3=O)CCCC4)n1)CCNC2
4 | COc1cccc(NC(=O)CN2CCN(c3cccc(Cl)c3)CC2)c1
5 | COc1ccc(OC)c(N2C(=O)CC(N3CCN(c4ccccc4)CC3)C2=O)c1 (configuration not stated)
9 | COCCc1nc2ccc(C(=O)N3CC=C(c4ccccc4)CC3)cc2o1
5 | Cc1cccc(C)c1OCc1nc2ccccc2c(=O)n1/N=C/c1c[nH]c2ccccc12
2 | Cc1cccc(N2CCN(C(c3ccccc3)c3nnc(-c4ccccc4F)o3)CC2)c1C (configuration not stated)
2 | O=C(NCCc1ccc(Cl)cc1)c1cc(CCc2ccccc2)no1
5 | O=C(c1ccccc1)c1cc(Br)ccc1N=Cc1ccccc1O
1 | COc1ccc2[nH]c3c(c2c1)CCn1c-3nc2sc3c(c2c1=N)CCCC3
14 | Cc1cccc(Cc2c(C)nc3nc(SCC(=O)NCc4ccccc4)nn3c2C)c1
7 | COc1ccc(CNC(=O)CCC2CCCN(C(=O)CCc3ccco3)C2)c(OC)c1 (configuration not stated)
10 | Cc1ccccc1CC(C1CCN(C(=O)c2ccc3[nH]ccc3c2)CC1)N(C)C(=O)Cn1cccn1 (configuration not stated)
-11 | COc1ccc(NS(C)(=O)=O)c(OC)c1
14 | CCC(=O)/C(C#N)=C/c1ccc(Cl)cc1Cl
6 | O=C(NCc1cccs1)c1cc(COc2ccccc2)[nH]n1
5 | COc1ccc(CN2CCOc3ccc(CN4CCN(Cc5ccccn5)CC4)cc3C2)cc1C
7 | Cc1cccc(OC/C=C/CN2CCOCC2)c1
